influenza NS1A: H1N1 influenza NS1A inhibitors, functional cell based assay (AID 504329) | NS1A functional cell-based assay, percent inhibition; higher % means a stronger effect | one-dose inhibition, % at 12.5 µM; IC50 in µM for titrated hits | 0.3% of 340,000 active; in the data active = a potency from the dose series; inconclusive = inhibition above about 27% without an active follow-up result; note: strong numbers were not always called active
VEEV TC-83 Vero: inhibitors of VEEV TC-83 cytopathic effect, confirmation, Vero cells (AID 588727); 0.13% of 350,000 active; inhibition, % at 20 µM, or IC50 in µM where a hit was titrated; Vero cells, VEEV TC-83 cytopathic effect inhibition; higher % means a stronger effect; in the data active = a potency from the dose series; inconclusive = inhibition mostly from about 14% at the one dose, without a potency; inactive = the rest, 99 in 100 with inhibition below about 12%; note: strong numbers were not always called active
H37Rv inhibition: M. tuberculosis growth inhibition, HTS (AID 449762); M. tuberculosis H37Rv growth inhibition, 7H9 media; higher % means a stronger effect; 0.59% of 330,000 active; inhibition, % at 25 µM, or IC50 in µM where a hit was titrated; in the data active = a potency from the dose series; inconclusive = inhibition above about 70% without an active follow-up result;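 note: bacterial growth assessed after seven days of incubation; strong numbers were not always called active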
Salmonella PhoP GFP: PhoP regulon inhibitors, Salmonella typhi PhoP promoter GFP reporter, confirmatory (AID 1850). Salmonella Typhi PhoP-promoter GFP reporter, fluorescence, 4 h; higher % means a stronger effect. one-dose inhibition, % at 50 µM; IC50 in µM for titrated hits. 0.33% of 310,000 active; in the data active = a potency from the dose series; inconclusive = inhibition mostly from about 25% at the one dose, without a potency; inactive = the rest, 99 in 100 with inhibition below about 19%;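 note: 0% = induced wells with vehicle and 100% = uninduced wells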
tuberculosis growth: growth inhibition of non-replicating M. tuberculosis (AID 488890) | Mycobacterium tuberculosis non-replicating, growth inhibition; higher % means a stronger effect | 0.39% of 320,000 active | inhibition, % at 25 µM, or IC50 in µM where a hit was titrated; in the data active = a potency from the dose series; inconclusive = inhibition mostly from about 82% at the one dose, without a potency; inactive = the rest, 99 in 100 with inhibition below about 76%;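 note: plate controls were DMSO cells for no effect and high antibiotic wells for full effect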
VEEV TC-83 Vero 10K pilot screen: also measured in VEEV TC-83 Vero; calls as there; inhibition, %; measured here: 10K pilot screen inhibition
An asterisk follows results filed as active; i = inactive; ? = inconclusive; · = no result given.

SMILES | influenza NS1A | VEEV TC-83 Vero | H37Rv inhibition | Salmonella PhoP GFP | tuberculosis growth | others
COc1cc(C2C(C(=O)c3ccco3)=C(O)C(=O)N2CCc2ccccc2)ccc1O (configuration not stated) | -3% | i | 1% | -4% | 27%
CS(=O)(=O)c1cnc(-c2ccccc2)nc1Oc1ccc(F)cc1 | -3% | 1.0% | -1% | -3% | -19%
COc1cccc(/C=N/NC(=O)c2ccccc2N(Cc2ccccc2)S(=O)(=O)c2ccccc2)c1OC | 5% | 4.9% | 30% | -4% | 64%
Cc1nn(Cc2ccccc2)c(Cl)c1C(=O)OCC(=O)N1CCCC1 | -5% | i | -1% | 6% | 4%
CCC(C)CCN1C(N(C)C)=NC[C@@H]1CC(C)C (some centres not stated) | 7% | 0.1% | -3% | 9% | 7%
O=C(CCc1ccccc1Cl)Nc1cccc(S(=O)(=O)N2CCCC2)c1 | -5% | 7.3% | -3% | -3% | 8%
COc1ccc(N(CC(=O)NCCSC2CCCCC2)S(=O)(=O)c2ccccc2)cc1OC | 5% | 2.0% | -14% | -3% | -1%
CC(=O)c1ccc(OCC(=O)Nc2cccc(C(=O)Nc3c(C)n(C)n(-c4ccccc4)c3=O)c2)cc1 | -3% | 3.0% | · | · | ·
Cc1ccc(/C=N/NC(=O)c2cc(-c3ccc(C)o3)[nH]n2)cc1 | -7% | 5.2% | -4% | 4% | -30%
CCn1c(CN2CCCCCC2=O)nnc1SCc1cnc(-c2ccccc2)s1 | 9% | 4.8% | ? | 3% | 79%
O=C(NS(=O)(=O)Nc1ccc(Cl)cc1)c1c[nH]c2ccccc12 | 0% | 0.9% | 3% | 1% | 16%
C1CCN(c2c3c(nc4nnnn24)CCCC3)CC1 | 1% | 0.6% | 1% | -6% | -21%
CC(C)NC1(C(N)=O)CCNCC1 | -9% | 1.4% | · | · | ·
CCCCNC(=O)c1ccc(CNS(=O)(=O)c2ccc(Br)cc2)cc1 | -6% | 0.7% | 3% | -16% | 17%
Cc1cccc(NC(=O)c2c([N+](=O)[O-])cnn2C)c1 | 19% | i | 6% | -6% | 6%
CCN1c2ccccc2-c2nc3ccccc3n2C1c1ccccn1 (configuration not stated) | -1% | 5.9% | 8% | 4% | 31%
CC(CNS(=O)(=O)c1ccc2c(c1)NC(=O)CCS2)c1ccccc1 (configuration not stated) | -12% | 4.8% | 6% | 3% | 12%
Fc1ccc(-[n+]2nc(Nc3ccccc3)sc2-c2cccc(Cl)c2Cl)cc1 | 1% | 1.1% | 1% | 9% | 56%
CC(=O)c1c(COC(=O)c2ccc(C)cc2)nc2ccccc2[n+]1[O-] | · | 0.6% | -4% | -1% | 5%
COC(=O)c1ccccc1-n1c(C)nc2ccccc2c1=O | 0% | 0.0% | 4% | 1% | -7%
CC(NC(=O)c1sc2cc([N+](=O)[O-])ccc2c1Cl)C(C)(C)C (configuration not stated) | 5% | i | ? | -22% | ? | VEEV TC-83 Vero 10K pilot screen=0.3
COc1ccc(C(=O)CN2CCN(S(=O)(=O)c3cccc([N+](=O)[O-])c3)CC2)cc1 | 9% | i | 3% | -2% | 10%
COc1ccc(C2C(C(=O)c3sc(C)nc3C)=C(O)C(=O)N2CCCn2ccnc2)cc1OC (configuration not stated) | 0% | i | 4% | 3% | -9%
O=C(COc1ccc(S(=O)(=O)N2CCCC2)cc1)NCc1ccccn1 | -9% | 1.1% | 2% | 10% | -7%
CCOCCn1c(-c2ccc(OC)cc2)nc2ccccc21 | -4% | 1.2% | -5% | -9% | ·
O=C(CSc1cccc2cccnc12)NCc1ccco1 | 2% | 1.3% | -3% | -9% | -5%
COc1cc(C(=O)OCC(=O)Nc2ccc(N3CCOCC3)cc2)ccc1OCC(C)C | -3% | 2.8% | 51% | 0% | 6%
CCN(CC(=O)NCc1cccs1)S(=O)(=O)c1c(F)cccc1F | -15% | 0.9% | -6% | · | 5%
CCCCCn1c(=O)[nH]c2c(c1=O)CCC2 | -3% | 0.5% | 6% | 11% | 2%
Cc1ccc(C(=O)NCC(=O)Nc2ccncc2)cc1C | 20% | 4.0% | 0% | 3% | 18%

Arranged by molar mass (rising): some entries from above
SMILES | influenza NS1A | VEEV TC-83 Vero | H37Rv inhibition | Salmonella PhoP GFP | tuberculosis growth | others
CCCCCn1c(=O)[nH]c2c(c1=O)CCC2 | -3% | 0.5% | 6% | 11% | 2%
C1CCN(c2c3c(nc4nnnn24)CCCC3)CC1 | 1% | 0.6% | 1% | -6% | -21%
Cc1cccc(NC(=O)c2c([N+](=O)[O-])cnn2C)c1 | 19% | i | 6% | -6% | 6%
Cc1ccc(C(=O)NCC(=O)Nc2ccncc2)cc1C | 20% | 4.0% | 0% | 3% | 18%
COC(=O)c1ccccc1-n1c(C)nc2ccccc2c1=O | 0% | 0.0% | 4% | 1% | -7%
CCOCCn1c(-c2ccc(OC)cc2)nc2ccccc21 | -4% | 1.2% | -5% | -9% | ·
O=C(CSc1cccc2cccnc12)NCc1ccco1 | 2% | 1.3% | -3% | -9% | -5%
Cc1ccc(/C=N/NC(=O)c2cc(-c3ccc(C)o3)[nH]n2)cc1 | -7% | 5.2% | -4% | 4% | -30%
CCN1c2ccccc2-c2nc3ccccc3n2C1c1ccccn1 (configuration not stated) | -1% | 5.9% | 8% | 4% | 31%
CC(=O)c1c(COC(=O)c2ccc(C)cc2)nc2ccccc2[n+]1[O-] | · | 0.6% | -4% | -1% | 5%
CC(NC(=O)c1sc2cc([N+](=O)[O-])ccc2c1Cl)C(C)(C)C (configuration not stated) | 5% | i | ? | -22% | ? | VEEV TC-83 Vero 10K pilot screen=0.3
O=C(NS(=O)(=O)Nc1ccc(Cl)cc1)c1c[nH]c2ccccc12 | 0% | 0.9% | 3% | 1% | 16%
CCN(CC(=O)NCc1cccs1)S(=O)(=O)c1c(F)cccc1F | -15% | 0.9% | -6% | · | 5%
O=C(COc1ccc(S(=O)(=O)N2CCCC2)cc1)NCc1ccccn1 | -9% | 1.1% | 2% | 10% | -7%
Fc1ccc(-[n+]2nc(Nc3ccccc3)sc2-c2cccc(Cl)c2Cl)cc1 | 1% | 1.1% | 1% | 9% | 56%
COc1ccc(C(=O)CN2CCN(S(=O)(=O)c3cccc([N+](=O)[O-])c3)CC2)cc1 | 9% | i | 3% | -2% | 10%
CCCCNC(=O)c1ccc(CNS(=O)(=O)c2ccc(Br)cc2)cc1 | -6% | 0.7% | 3% | -16% | 17%
CCn1c(CN2CCCCCC2=O)nnc1SCc1cnc(-c2ccccc2)s1 | 9% | 4.8% | ? | 3% | 79%
COc1cc(C(=O)OCC(=O)Nc2ccc(N3CCOCC3)cc2)ccc1OCC(C)C | -3% | 2.8% | 51% | 0% | 6%
COc1ccc(C2C(C(=O)c3sc(C)nc3C)=C(O)C(=O)N2CCCn2ccnc2)cc1OC (configuration not stated) | 0% | i | 4% | 3% | -9%
COc1ccc(N(CC(=O)NCCSC2CCCCC2)S(=O)(=O)c2ccccc2)cc1OC | 5% | 2.0% | -14% | -3% | -1%

The results go on.
SMILES | influenza NS1A | VEEV TC-83 Vero | H37Rv inhibition | Salmonella PhoP GFP | tuberculosis growth | others
CC(C)Nc1nc(Cl)nc(Nc2ccccc2)n1 | -1% | 0.2% | 13% | -8% | 40%
COc1ccccc1C1C2=C(N=C3SCC(=O)N31)c1ccccc1CC2 (configuration not stated) | 13% | 0.4% | -8% | 4% | 3%
CC(C)(C)c1nc(SCC(=O)NNC(=O)c2ccccc2)c2ccccc2n1 | 5% | 5.5% | 5% | -2% | -4%
COc1cc(OC)c(C2C(C#N)=C(C)NC(C)=C2C#N)c(C(=O)O)c1 | 1% | 1.2% | -11% | 0% | -8%
CC(=O)Oc1ccc2c(=O)oc(-c3ccccc3C)nc2c1 | 2% | i | 44% | -5% | ?
COc1cccc(OCCOCCNCCO)c1 | · | · | 2% | -2% | -6%
N#Cc1ccc(/C=C2\CCCCn3c2nc2cc(C(=O)O)ccc2c3=O)cc1 | 6% | 0.1% | 6% | 17% | 4%
CC1C(=O)CCCCCCCCCC2C1(N1CCOCC1)CS2(=O)=O (configuration not stated) | 0% | 1.1% | 0% | -3% | 12%
CCC(C)NC(=O)CSc1nnc(-c2cc(-c3ccc(C)cc3)nc3ccccc23)n1N (configuration not stated) | 7% | 9.2% | -2% | -9% | 1%
CCOC(=O)C1(C)/C(=N/Nc2ccc(S(N)(=O)=O)cc2)C(=O)C(=O)N1c1ccccc1 (configuration not stated) | 5% | 2.1% | -1% | 6% | 7%
Cc1c(C(=O)NC2=NCCS2)cccc1[N+](=O)[O-] | -12% | 0.2% | 4% | -5% | 10%
CCc1cc2cc(C)ccc2nc1SCC(=O)N1CCN(C(=O)c2ccco2)CC1 | -2% | 6.7% | 11% | -5% | 16%
C=CCOc1ccc(CNCCO)cc1OCC | -1% | 1.0% | -11% | -6% | 103%
COc1cc(NC(=O)c2c3c(nc4ccccc24)CCC3)cc(OC)c1 | 5% | 1.5% | -2% | -11% | 2%
CCN1CCN(S(=O)(=O)c2ccc(Cl)c(C(=O)N(C)Cc3cccc(Cl)c3Cl)c2)CC1 | 0% | 3.3% | -11% | 8% | -10%
COc1ccc(C2Nc3ccccc3NC3=C2C(=O)CC(C)(C)C3)cc1 (configuration not stated) | 15% | 0.7% | -2% | -5% | 3%
C=C(C)CNC(=S)NNC(=O)c1ccc(Br)cc1 | 3% | 1.1% | -2% | -9% | 30%
C=CCNC(=O)c1onc(CSc2cccc(OC)c2)c1C(=O)NCC=C | -8% | 3.6% | -4% | -6% | -6%
Cc1csc(NC(=O)c2cc(=O)[nH]c3ccc(S(=O)(=O)N4CCOCC4)cc23)n1 | -4% | 2.1% | 9% | -15% | 1%
O=C1CSC(c2ccccc2[N+](=O)[O-])N1CCc1ccccc1 (configuration not stated) | -8% | 0.5% | 5% | -4% | 5%
O=C1/C(=C/c2cccnc2)SC(=S)N1c1ccc(O)cc1 | 2% | i | -2% | 6% | 38%
Nc1[nH]ncc1-c1ccccc1 | 10% | i | 2% | 70µM* | 1%
Cc1cnc(C(=O)OCC(=O)Nc2cc(Cl)cc(Cl)c2)cn1 | -3% | 2.2% | 0% | -6% | 7%
CC(C)(C)OC(=O)NCCCCCc1nnc(SCc2c(F)cccc2Cl)o1 | -15% | i | 5% | 7% | 52%
COCCNC(=O)c1ccc2c(=O)n(CCCN3CCCC3=O)c(=S)[nH]c2c1 | -5% | 0.4% | -2% | -5% | -3%
CCN(CC)CCCNC(=O)c1nn(-c2ccc(OC)cc2OC)c(=O)c2ccccc12 | -9% | 0.3% | 1% | -2% | -5%
CC(C)C[C@H](NC(=O)c1[nH]cnc1C(=O)N[C@H](C)c1ccccc1)C(=O)OCc1ccccc1 | 4% | 0.8% | 4% | 0% | 53%
CC(C)(C)n1ncc2c(=O)n(CC(=O)NCCc3ccccc3)cnc21 | 9% | 1.3% | -8% | 13% | -9%
CCC1CCCCN1C(=O)Cn1c(=O)n(CCC(=O)NCc2ccco2)c(=O)c2sccc21 (configuration not stated) | 2% | 2.6% | · | 5% | ·
CCCCCCCNC(=O)C1(CC2CC(c3ccc(Cl)cc3)=NO2)CCN(C(=O)c2ccccc2)CC1 (configuration not stated) | -5% | 2.0% | 5% | -8% | 1%
O=C(COC(=O)CCSc1ccccc1Cl)Nc1ccc(F)cc1F | -4% | 1.8% | -1% | 10% | 65%
COc1ccccc1OCc1ccc(C(=O)NN)cc1 | -4% | 1.7% | -3% | 5% | 6%
CCN1CCN(S(=O)(=O)c2cc(OCC(=O)NC3CCCCC3)c(C)cc2Cl)CC1 | -9% | i | 7% | 1% | 14%
COc1ccccc1C(=O)NC(CCSC)C(=O)OC(C)C(N)=O (configuration not stated) | -5% | 0.2% | -10% | 6% | -23%
CCc1cccc(C)c1NC(=O)CSc1nnc(-c2ccco2)n1N | -1% | 0.5% | 9% | 11% | 2%
Cc1cccc(NC(=O)C2CCN(S(=O)(=O)c3c(C)nn(C)c3C)CC2)n1 | -4% | 0.0% | -4% | 0% | -13%
COCCOC(=O)c1c(NC(=O)COC(=O)Cc2cccc(OC)c2)sc(C(N)=O)c1C | 6% | 1.3% | -11% | -1% | 6%
O=C1c2ccccc2C(O)N1Cc1ccco1 (configuration not stated) | -1% | 2.5% | -9% | 4% | -8% | VEEV TC-83 Vero 10K pilot screen=0.3

Assay outcomes (PubChem)
